RSV antiviral HEp-2: inhibition of RSV-induced cytopathic effect – HEp-2 cells, primary 10 µM value included (AID 2391); CPE inhibition, % at 10 µM, or IC50 in µM where a hit was titrated; HEp-2 cells, RSV-induced CPE inhibition; higher % means a stronger effect; 310,000 compounds, 0.13% hits; in the data active = a potency from the dose series; inconclusive = CPE inhibition mostly from about 23% at the one dose, without a potency; inactive = the rest, 99 in 100 with CPE inhibition below about 21%; also: strong numbers were not always called active
PhoP inhibition: inhibitors of PhoP regulon expression, primary screen, Salmonella Typhimurium, GFP reporter (AID 1863); 300,000 compounds, 0.16% hits; one-dose inhibition, % at 50 µM; IC50 in µM for titrated hits; S. Typhimurium PhoP-regulated promoter GFP reporter, 4 h; higher % means a stronger effect;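 active = inhibition over 29.93%, a cutoff 3 SD above the screen mean, later confirmed by dose response; inconclusive = inhibition over 29.93% but no dose response follow-up; inactive = inhibition at most 29.93% or unconfirmed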;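 also: 0% = low Mg2+ inducing control and 100% = high Mg2+ repressing control; strong numbers were not always called active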
West Nile antiviral: West Nile virus antiviral activity, cell-based, CPE readout (AID 1621); West Nile virus-infected cells, CPE inhibition; higher % means a stronger effect; one-dose CPE inhibition, % at 10 µM; IC50 in µM for titrated hits; 290,000 compounds, 0.02% hits; in the data active = a potency from the dose series; inconclusive = CPE inhibition mostly from about 3.7% at the one dose, without a potency; inactive = the rest, 99 in 100 with CPE inhibition below about 2.2%; also: strong numbers were not always called active
T cell modulator: modulates CD8 T cell binding to vesicles | 330,000 compounds, 0.068% hits | 2C CD8+ T cell-vesicle binding, flow cytometry; stronger effect = lower value | calls only at 7 µM;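 active = response, share of CD8 T cells binding vesicles, and their 90th percentile fluorescence all below set limits, cut at about 80% in these data, passing the limit was not always enough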
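incubation = binding step 1.5 h, 37 °C, antibody labelling 20 min, ice | test system = 2C mouse CD8+ T cells | read-out basis = percent CD8+ FL2 mean versus row control | controls = Peptide-free naked vesicles (low) and QL9 vesicles with 0.7% DMSO vehicle (high) | detection = flow cytometry of vesicle-bound cells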
MgcRacGAP inhibition: MgcRacGAP GTPase-activating activity inhibitors, confirmation, biochemical, ADP Hunter fluorescence; MgcRacGAP-stimulated Rac1 GTP hydrolysis, ADP Hunter fluorescence; higher % means a stronger effect; GST-tagged Rac1 F28L mutant substrate; inhibition, % at 30 µM; hits with a dose series show IC50 in µM; 340,000 compounds, 0.6% hits; AID 624330;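 active = first-screen hits whose inhibition reached a set limit at any dose in the follow-up dose series; inconclusive = inhibition above the set first-screen limit but never retested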;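 also: fluorescence reports GDP produced by GAP-driven GTP hydrolysis; strong numbers were not always called active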
Dengue-2 NS5 capping: Dengue-2 NS5 methyltransferase inhibitors, primary screen, biochemical, confirmation dose response (AID 588689) | Dengue-2 NS5 methyltransferase capping enzyme assay, biochemical; higher % means a stronger effect | inhibition, % at 25 µM, or IC50 in µM where a hit was titrated | 340,000 compounds, 0.3% hits; in the data active = a potency from the dose series; inconclusive = inhibition above about 29% without an active follow-up result
UTI89 phage lysis: protection from phage-mediated lysis, alamar blue read-out – E. coli UTI89, K1F phage, bacterial capsule biogenesis inhibitors (AID 488966); one-dose inhibition, % at 100 µM; IC50 in µM for titrated hits; 340,000 compounds, 0.02% hits; E. coli UTI89 K1F phage lysis, alamar blue, 2 h; higher % means a stronger effect;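 active = phage lysis inhibition, versus mean bacterial control, above a set limit; inconclusive = no clear call, values can overlap the other calls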;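 also: capsule biogenesis inhibitors block K1F phage lysis so surviving cells raise fluorescence; higher fluorescence means more inhibition of phage lysis; actives were called in the ten point dose series up to 300 µM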
NTR1 ag: agonists of NTR1, primary screen, imaging, U2OS cells, beta-arrestin-GFP, high content (AID 493036); 330,000 compounds, 0.17% hits; P30989; activation, % at 20 µM; NTR1-U2OS beta-arrestin-GFP spot imaging, agonist mode;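 active = activation at or above 40% of the spot to cytoplasm intensity ratio, with at least 20 cells analyzed; inconclusive = wells under 20 cells, flagged as cytotoxic or low count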;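 also: 0% = DMSO without peptide and 100% = 100 nM NTR1 peptide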
Target sequence (P30989 whole entry, looked up): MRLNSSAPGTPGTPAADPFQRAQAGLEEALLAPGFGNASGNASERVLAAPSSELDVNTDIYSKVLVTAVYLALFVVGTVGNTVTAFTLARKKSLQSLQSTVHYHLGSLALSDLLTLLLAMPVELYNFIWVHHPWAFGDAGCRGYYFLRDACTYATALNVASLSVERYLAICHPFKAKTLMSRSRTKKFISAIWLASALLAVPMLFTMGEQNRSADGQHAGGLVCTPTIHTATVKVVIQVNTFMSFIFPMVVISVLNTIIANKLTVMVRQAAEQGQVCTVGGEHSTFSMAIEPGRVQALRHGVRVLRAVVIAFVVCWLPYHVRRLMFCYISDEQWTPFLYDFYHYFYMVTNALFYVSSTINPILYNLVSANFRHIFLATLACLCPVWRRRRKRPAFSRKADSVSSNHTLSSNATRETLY
SV40 large T antigen: SV40 large T antigen inhibitors, biochemical (AID 1903). SV40 large T antigen ATPase/helicase inhibition assay; higher % means a stronger effect. inhibition, % at 20 µM, or IC50 in µM where a hit was titrated. 310,000 compounds, 0.39% hits; in the data active = a potency from the dose series; inconclusive = inhibition mostly from about 32% at the one dose, without a potency; inactive = the rest, 99 in 100 with inhibition below about 32%; also: strong numbers were not always called active
T cell modulator vesicle-bound %: second read-out of T cell modulator, no call of its own (marks repeat the call); double positive events, %; measured here: CD8+ vesicle-bound cell fraction;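 binding gate set so that unloaded-vesicle control wells show 10% double positive cells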
NTR1 ag cell count 20 µM: second read-out of NTR1 ag, no call of its own (marks repeat the call); cell count; measured here: cell count, cytotoxicity flag
Dengue-2 NS5 capping pilot replicate: recorded beside Dengue-2 NS5 capping, whose call it bears; inhibition, %; measured here: pilot screen replicate inhibition
* = called active by the depositor; i = inactive; u = inconclusive; x = no result given; & = joins results of further samples; [ ] = another dose, or the depositor's remark.

SMILES | RSV antiviral HEp-2 | PhoP inhibition | West Nile antiviral | T cell modulator | T cell modulator vesicle-bound % | MgcRacGAP inhibition | Dengue-2 NS5 capping | UTI89 phage lysis | NTR1 ag | NTR1 ag cell count 20 µM | SV40 large T antigen | others
COc1ccc(OC)c(NC(=O)Cn2nc(C)c3ccccc3c2=O)c1 | 2.1% | -3% | -0.8% | i | 64 | -6% | 2% | -0.4% | -0.3 | 73 | 5%
CC(C)[C@H](NC(=O)c1ccc(Cl)c([N+](=O)[O-])c1)C(=O)O | 0.1% | -3% | 0.5% | i | 27 | 14% | 1% | 0.1% | 1.2 | 58 | 12%
COc1ccc(Cl)cc1NC(=O)C(C)N1CCN(c2ccccn2)CC1 (centres undefined) | 5.6% | -6% | -0.4% | i | 12 | x | 1% | 0.3% | 1.7 | 69 | 9%
Cc1ccc2nc3c(c(C(=O)OCC(=O)NC4CCS(=O)(=O)C4)c2c1)CCCC3 (centres undefined) | 7.7% | -10% | 0.4% | i | 17 | 3% | -9% | -0.4% | 1.6 | 38 | 8%
COc1ccc(-c2c(-c3cc(OC)cc(OC)c3)n(C)c3ccc(-c4ccc(S(N)(=O)=O)cc4)cc23)cc1 | 3.7% | x | x | i | 38 | 11% | 1% | -0.4% | -0.1 | 45 | x
Cc1ccc(S(=O)(=O)NC2=C(N3CCN(c4ccccc4F)CC3)C(=O)c3ccccc3C2=O)cc1 | 2.5% | 13% | 0.6% | i | 31 | 16%&19% | u | -1.4%&0.7% | 3.1 | 33 | 11%
COc1cc2c(cc1OC)CN(C(=O)Cc1c(F)cccc1Cl)CC2 | 1.3% | 9% | -0.1% | i | 39 | -3% | -1% | -0.1% | 1.1 | 55 | 3%
Cc1ccc(NC(=O)c2cncc(Br)c2)c([N+](=O)[O-])c1 | 0.2% | -14% | 0.4% | i | 44 | -2% | -10% | 0.4% | 2.8 | 41 | 10%
Cc1ccc(CNC(=O)Nc2ccc(OC(F)(F)F)cc2)n1C | 4.0% | 0% | -0.4% | i | 24 | 7% | -4% | 0.2% | 0.0 | 50 | 5%
CC(C(=O)Nc1ccccc1C(=O)N1CCOCC1)N(c1ccc(Cl)cc1)S(C)(=O)=O (centres undefined) | -0.6% | 0% | -0.4% | i | 50 | 4% | -2% | -0.4% | -0.5 | 41 | 2%
Cc1csc(NC(=O)CSC2=NS(=O)(=O)c3cc(F)ccc3N2)n1 | -1.8% | 8% | x | i | 28 | -3% | -4% | 0.4%[50 µM] | -0.2 | 44 | 9%
Cc1c(N2C(=O)c3ccc(Br)cc3C2=O)c(=O)n(-c2ccccc2)n1C | 2.2% | 3% | 0.5% | i | 14 | 5% | -4% | 0.5% | 1.8 | 72 | 22%
Cc1ccc(C)c(OCC(=O)O/N=C(\N)c2cccc([N+](=O)[O-])c2)c1 | 0.4% | 0% | -0.4% | i | 32 | 3% | 0% | -0.6% | 0.8 | 64 | 11%
COc1ccc(NC(=O)N(C)C[C@H]2Oc3ccc(NC(=O)C4CC4)cc3C(=O)N([C@H](C)CO)C[C@@H]2C)cc1 | x | x | x | i | 8 | -1% | -15% | 0.0% | 4.0 | 53 | x | Dengue-2 NS5 capping pilot replicate=-5.5
COC(=O)c1ccccc1NC(=O)c1ccc2c(c1)CC(C)O2 (centres undefined) | 2.9% | -5% | -1.4% | i | 41 | 5% | -1% | 0.0% | 0.7 | 59 | 13% | Dengue-2 NS5 capping pilot replicate=1.5
Cc1c(CC(=O)O)c(=O)oc2c(C)c(OCc3c(F)cccc3Cl)ccc12 | 3.9% | -6% | 0.3% | i | 10 | 12% | 5% | -2.4%[50 µM] | 0.2 | 95 | 10%
CCCCOc1ccc(C(=O)OCC(=O)N2CCOCC2)cc1 | 0.5% | -8% | -0.7% | i | 25 | 10% | -7% | 0.0% | 1.6 | 48 | 17%
COC(=O)C1=C(C)C(c2cccs2)NC(=O)N1C (centres undefined) | -0.1% | 2% | 0.2% | i | 21 | -4% | -7% | 3.6% | -0.3 | 83 | -7%
CC1CCCCC1NC(=O)CSc1nnc(COc2ccc(Cl)cc2)o1 (centres undefined) | -0.2% | -1% | -1.3% | i | 31 | 7% | -2% | 0.2% | 1.2 | 51 | 4%
CCOC(=O)c1cc(=O)n(Cc2ccccc2C)c2ccccc12 | 19% | 2% | 0.2% | i | 60 | 8% | -9% | 6.4% | 3.4 | 79 | -2%
COc1ccc(OC)c(S(=O)(=O)N2CCC(C(=O)NCc3cccnc3)CC2)c1 | 0.9% | 1% | -0.1% | i | 35 | 3% | -1% | 0.5% | 0.0 | 37 | 2%
Nc1nc(-c2ccco2)cs1 | 2.4% | 20% | 1.3% | i | 34 | 14% | 2% | 0.2% | -0.8 | 33 | 79µM*
COc1ccc(C2C(C#N)=C(C)NC3=C2C(=O)CC(C)(C)C3)cc1 (centres undefined) | -0.2% | -7% | -0.5% | i | 59 | -9% | -3% | 2.8% | -7.0 | 102 | 1%
O=S1(=O)NC(c2ccccc2)CC(CC2CCCCC2)O1 (centres undefined) | -1.9% | 11% | -1.1% | i | 13 | 9% | -10% | 0.8% | 4.7 | 92 | 11%
CCOC(=O)C(=CNc1cccnc1Oc1ccc(C)c2c1CCC2)C(=O)OCC | 2.6% | -2% | -0.3% | i | 16 | -5% | -4% | -0.9% | 9.8 | 60 | 7%
FC(F)(F)c1cc(Oc2ccc(Cl)cc2)nc(-c2ccccn2)n1 | 5.9% | -8% | -0.1% | i | 32 | 2% | -4% | 5.3% | 6.3 | 86 | 0%
COc1cc(NC(=O)CC(C)S(=O)(=O)c2cc3c(cc2C)NC(=O)CO3)cc(OC)c1OC (centres undefined) | 1.9% | -7% | -0.5% | i | 25 | 10% | 5% | 3.3% | -1.1 | 46 | 5%
CC(C)(C)c1[nH]nc2c1C(c1ccoc1)C(C#N)=C(N)O2 (centres undefined) | 0.9% | -7% | 0.1% | i | 37 | -1% | -6% | 0.1% | -0.3 | 67 | 3%
Cc1ccc(CNC(=O)C2CC3Cn4c(nc5cc(Cl)c(Cl)cc54)C3N2C)o1 (centres undefined) | 0.2% | -5% | -0.4% | i | 61 | 10% | -9% | 2.0% | -3.5 | 97 | 9%
O=C(COC(=O)c1ccccc1F)NCc1ccc2c(c1)OCO2 | x | x | x | i | 27 | 2% | -8% | 1.0%[50 µM] | -1.4 | 46 | x
CCOC(=O)C(C)NC(=O)CCc1nnc2ccc(N3CCCCC3)nn12 (centres undefined) | 0.9% | 3% | 0.3% | i | 55 | 6% | -1% | 0.1% | 3.2 | 90 | 6%
COCCCNc1nc2c(c(=O)n(Cc3cccc(Br)c3)c(=O)n2C)n1C | 6.1% | -3% | -0.8% | i | 22 | 7% | -3% | 0.1% | 0.6 | 91 | 9%
O=C(O)[C@H]1CCC(=O)N1Cc1ccco1 | -0.6% | -1% | 1.4% | i | 9 | 6% | 1% | 0.4% | -1.8 | 75 | 1%
O=C(CSc1ccccc1)Nc1ccc2c(c1)OCCO2 | 0.6% | 1% | -0.5% | i | 34 | 8% | 0% | 0.0% | -0.7 | 50 | 9%
O=C(O)c1ccc2c(c1)CCCN2 | x | -3% | -0.1% | i | 32 | x | x | x | 0.9 | 49 | u
N#CCCn1nc(-c2ccccc2)cc1-n1c(C(F)(F)F)nc2ccccc21 | 3.6% | -1% | -0.3% | i | 37 | 7% | -7% | 4.8% | 0.5 | 54 | 6%
O=C(CNS(=O)(=O)c1ccc(Br)s1)NCC1COc2ccccc2O1 (centres undefined) | 0.6% | -8% | -0.2% | i | 39 | 4% | -8% | 1.7% | -0.1 | 97 | 5%
COc1cccc(C2=NOC(C(=O)NC(C)C)C2)c1 (centres undefined) | 0.2% | 11% | 0.3% | i | 26 | 4% | -6% | 3.1% | 1.2 | 59 | 4%
CC(Sc1n[nH]c(N)n1)C(=O)Nc1ccccc1-c1ccccc1 (centres undefined) | -0.4% | -4% | -0.3% | i | 30 | 4% | -10% | 0.2% | 3.1 | 46 | 8%
CCOCC(=O)Nc1ccc(S(=O)(=O)NCC2CCCO2)cc1 (centres undefined) | 0.0% | -2% | 0.1% | i | 60 | 16% | x | 1.1% | -0.9 | 53 | 7%
CC(=O)N(CN1C(=O)c2ccccc2C1=O)c1ccccc1 | 0.7% | 3% | 0.3% | i | 11 | 7% | -3% | 0.1% | -2.3 | 94 | 6%
O=C(O)c1cscn1 | 2.7% | 12% | 1.0% | i | 33 | -2% | -11% | 0.2% | 2.3 | 68 | 12%
OC1(c2ccccc2Cl)NN=C2CCCCCN21 (centres undefined) | 1.0% | 5% | 0.1% | i | 64 | 0% | 13% | 0.0% | -1.9 | 73 | 2%
Cc1ccc(S(=O)(=O)/N=c2\scc(C)n2C)cc1 | 2.5% | 8% | x | i | 38 | 4% | 2% | 0.7% | 0.1 | 96 | 16%
CCC(=O)Nc1nc2ccccc2n1CCN(C)C | -0.2% | 10% | 0.3% | i | 23 | 6% | 2% | -1.3% | -1.7 | 52 | 2%
CN(Cc1cccc(F)c1)C(=O)CN1C(=O)NC2(CCc3ccccc32)C1=O (centres undefined) | -0.6% | x | x | i | 26 | 7% | -5% | 1.2%[50 µM] | 4.1 | 50 | x
COc1cc(/C=N\NC(=O)C2C(=O)NCC2c2ccccc2)cc(OC)c1O (centres undefined) | 1.8% | -6% | x | i | 61 | 12% | 8% | 0.1% | -0.8 | 70 | 14%

Compound activity as filed in PubChem BioAssay.

No enrichment for hits; overall some 1.5% were active at least once.
